Screens deposited in PubChem by several laboratories.
p-CIP stab down: p/CIP-EGFP fusion destabilizers, primary screen, fluorescence, F442A cells; decrease of EGFP signal, % at 10 µM; Q05BA5; 16 h; hit rate 0.01% among 290,000;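 active = EGFP signal decrease of at least 30% at 10 µM or well 3 SD below plate mean, unless failing retest; inactive = the rest, including hits failing retest or dose response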; also: some compounds called inactive have numbers as strong as hits; many of its hits are not listed in these tables
IDE cell inh: human IDE inhibitors in live cells, primary screen, fluorescence polarization, HEK cells, FAbetaB substrate; Insulin-degrading enzyme (Homo sapiens), P14735; FAbetaB cleavage; inhibition, % at 5.59 µM; hit rate 0.41% among 320,000; AID 434962, 2010;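 active = percent inhibition above the average of all tested compounds plus 3 SD, set per screening campaign, cut at about 16% in these data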;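 also: IDE supplied by intact live HEK cells; FP after avidin binding of uncleaved biotin substrate so inhibition keeps polarization high; 0% = DMSO wells and 100% = 60 µM reference IDE inhibitor Ii1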
Target sequence (P14735 whole entry, looked up): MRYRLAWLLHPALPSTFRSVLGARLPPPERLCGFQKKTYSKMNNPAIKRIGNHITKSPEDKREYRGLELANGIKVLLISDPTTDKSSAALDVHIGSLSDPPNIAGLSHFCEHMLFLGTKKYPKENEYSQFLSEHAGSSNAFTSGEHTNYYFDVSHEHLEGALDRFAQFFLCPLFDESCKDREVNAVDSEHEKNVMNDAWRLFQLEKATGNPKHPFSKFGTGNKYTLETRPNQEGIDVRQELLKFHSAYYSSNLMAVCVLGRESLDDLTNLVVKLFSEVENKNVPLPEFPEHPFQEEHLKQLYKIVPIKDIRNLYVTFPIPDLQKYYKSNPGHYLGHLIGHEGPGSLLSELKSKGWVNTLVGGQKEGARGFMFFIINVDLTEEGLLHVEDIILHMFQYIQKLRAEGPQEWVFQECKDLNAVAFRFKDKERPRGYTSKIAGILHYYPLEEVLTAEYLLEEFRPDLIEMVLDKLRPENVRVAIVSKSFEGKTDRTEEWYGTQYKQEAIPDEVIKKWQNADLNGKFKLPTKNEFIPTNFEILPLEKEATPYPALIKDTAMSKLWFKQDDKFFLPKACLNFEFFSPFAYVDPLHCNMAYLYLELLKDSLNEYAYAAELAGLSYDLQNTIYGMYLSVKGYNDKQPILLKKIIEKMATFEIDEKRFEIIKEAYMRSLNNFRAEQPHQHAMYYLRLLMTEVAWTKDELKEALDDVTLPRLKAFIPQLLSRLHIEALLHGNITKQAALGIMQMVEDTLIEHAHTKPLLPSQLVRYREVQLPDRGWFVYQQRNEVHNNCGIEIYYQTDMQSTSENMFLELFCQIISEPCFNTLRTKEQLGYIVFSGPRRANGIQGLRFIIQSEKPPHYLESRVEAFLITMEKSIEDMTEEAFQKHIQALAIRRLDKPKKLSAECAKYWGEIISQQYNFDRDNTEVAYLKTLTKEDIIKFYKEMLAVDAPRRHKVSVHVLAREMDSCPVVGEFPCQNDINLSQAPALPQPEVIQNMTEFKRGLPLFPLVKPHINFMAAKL
IDE cell activ: human IDE activators in live cells, primary screen, fluorescence polarization, HEK cells, FAbeta-B substrate; hit rate 0.073% among 340,000; activation, % at 5.96 µM; Insulin-degrading enzyme (Homo sapiens), P14735; FAbeta-B cleavage; 0% vehicle, 100% cell-free pure enzyme wells;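 active = activation above the mean of all tested compounds plus 3 SD, set per screening campaign, cut at about 17% in these data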
VIM-2 inh: VIM-2 metallo-beta-lactamase inhibitors, primary screen, biochemical, epi-absorbance readout, Pseudomonas aeruginosa enzyme; hit rate 0.89% among 290,000; inhibition, % at 5.6 µM; purified VIM-2, nitrocefin hydrolysis, epi-absorbance fluorescence;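 active = inhibition above the mean of all tested compounds plus 3 SD, cutoff set per screening run, cut at about 7.5% in these data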;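 also: red hydrolysis product quenches plate fluorescence so inhibitors raise well fluorescence; 0% = enzyme with DMSO and 100% = DMSO without enzyme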
UBC9 SUMO inh: inhibitors of in vitro SUMOylation cascade, primary screen, biochemical, HTRF, uHTS; SUMO-conjugating enzyme UBC9 (Homo sapiens), P63279; HTRF SUMOylation assay, SAE1/SAE2 + UBC9; inhibition, % at 35 µM; hit rate 0.36% among 290,000; AID 2006, 2009; in the data active = inhibition above about 50%, passing the limit was not always enough; also: strong numbers were not always called active
M18AAP inhibitor: PfM18AAP inhibitors, malaria aminopeptidase, primary screen, biochemical, QFRET, recombinant enzyme | inhibition, % at 7.35 µM | H-Glu-NHMec fluorogenic cleavage | AID 1822, 2009 | hit rate 1.2% among 290,000;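 active = inhibition above the campaign mean inhibition over all tested compounds plus 3 SD, cut at about 28% in these data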;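 also: 0% = plate median of test compound wells and 100% = 2 mM ZnCl2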
IMP-1 inhibitor: IMP-1 metallo-beta-lactamase inhibitors, primary screen, biochemical, epi-absorbance readout, Pseudomonas aeruginosa enzyme. metallo-beta-lactamase IMP-1 (Pseudomonas aeruginosa). purified IMP-1, nitrocefin hydrolysis, epi-absorbance fluorescence. inhibition, % at 5.6 µM. hit rate 0.45% among 290,000;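 active = inhibition above the mean plus 3 SD of all compounds in the same screening run, cut at about 4.5% in these data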;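 also: 0% = IMP-1 with DMSO and 100% = DMSO wells lacking enzyme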
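Assay system: purified IMP-1; Quantity: IMP-1 0.2 nM before substrate addition; Medium: HEPES buffer pH 7.1 with ZnSO4 and Brij 35; Incubation: 15 min enzyme–compound preincubation, then 25 min nitrocefin reaction, 25 °C; Signal: fluorescence quenching readout, ex 480/em 530 nm; Controls: DMSO with and without IMP-1; Repeats: singlicate testing.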
NS3 helicase inh: inhibitors of HCV NS3 helicase, primary screen, biochemical, Cy5 molecular beacon fluorescence; inhibition, % at 10.9 µM; Hepatitis C virus NS3 helicase; NS3 helicase DNA unwinding; hit rate 0.56% among 290,000;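 active = inhibition above the mean of all tested compounds plus 3 SD, set per campaign, cut at about 35% in these data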;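 also: 0% = DMSO wells and 100% = thioflavine S control wells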
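Material: hepatitis C virus NS3 helicase domain fragment enzyme; measured by: Cy5 fluorescence, 0 and 60 min reads; control set: DMSO and thioflavine S; incubation: 60 min unwinding reaction at 25 °C after ATP addition; read-out basis: % inhibition from 60/0 min fluorescence ratio, DMSO 0%, thioflavine S 100%; repeats: singlicate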
DNA FID counter: compounds displacing fluorescent DNA intercalator, primary screen, artefact control for HCV NS3 helicase inhibitor project, biochemical, FID fluorescence; AID 1845, 2009; hit rate 0.17% among 290,000; inhibition, % at 7.9 µM; DNA fluorescent intercalator displacement; in the data active = inhibition above about 37%;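 also: 0% = vehicle and 100% = reference compound; higher means more ethidium bromide displaced from hairpin DNA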
Active calls of the source: *; x = no result given; & = joins results of further samples.

SMILES	p-CIP stab down	IDE cell inh	IDE cell activ	VIM-2 inh	UBC9 SUMO inh	M18AAP inhibitor	IMP-1 inhibitor	NS3 helicase inh	DNA FID counter
CC(C)CC(=O)Nc1ccnn1C1CCN(C(=O)c2ccc(F)cc2Cl)CC1	4	0	4	-2.9	7	-9	-0.1	1	-21
Clc1cccc(CNCC2CCCO2)c1Cl (stereo unspecified)	3	3	3	0.3	-3	0	-3.7	5	-1
COC(=O)c1[nH]c2c(c1C)C(=O)CC(c1cc(OC)ccc1OC)C2 (stereo unspecified)	1	6	0	-1.5	-8	-8	-4.8	-1	-6
Cc1ccccc1CS(=O)(=O)Cc1ccc(C(=O)NCc2cccnc2)o1	-3	2	1	-1.6	29	-2	-0.5	-2	-1
COc1ccc(-c2cc(C(F)(F)F)nc(SCC(=O)NCc3ccco3)n2)cc1OC	0	2	2	3.7	25	13	-1.4	-1	-32
COc1ccc(CCC(=O)Nc2cc(S(C)(=O)=O)ccc2Cl)cc1	-1	1	5	-3.5	6	1	-2.2	8	-8
Cc1ccc(C(=O)NCc2ccc3c(c2)OCO3)cc1S(=O)(=O)N1CCOCC1	-17	-3	-4	-3.1	25	-8	-2.1	-7	-13
CN(C)/C=C/C(=O)c1c(F)cccc1F	-13	9	8	-2.7	6	3	-3.7	10	-2
COc1cccc(NC(=O)Nc2ccc(C)c(Cl)c2)c1	13	2	3	-3.5	-10	-9	-3.3	-12	4
CC(C)C(=O)NC(=S)Nc1ccc(S(=O)(=O)N2CCCC2)cc1	-20	2	2	-0.7	2	-12	-1.0	10	-10
CC(Nc1nc(C(F)(F)F)nc2ccccc12)c1cccs1 (stereo unspecified)	0	-6	5	-1.7	4	8	-2.9	-18	-7
CC1CCN(S(=O)(=O)c2ccc(C(=O)Nc3sccc3C(N)=O)cc2)CC1	9	-1	10	-4.0	1	2	-2.6	-4	-1
Clc1ccc(OCCCc2nc(-c3cccnc3)no2)c(Cl)c1	-16	0	-2	-1.9	-4	-2	-2.8	0	-5
Cc1onc(-c2c(Cl)cccc2Cl)c1C(=O)N[C@@H]1C(=O)N2[C@@H]1SC(C)(C)[C@@H]2C(=O)O	-10	6	6&-2	0.6	0	-3	1.4	14	-37
CCOC(=O)CN1C(=O)/C(=C2\SC(=S)N(NC(=O)c3cccnc3)C2=O)c2ccccc21	-10	-1	-1	-3.5	8	21	-2.3	21	-1
Cn1nnnc1SCc1nnc(-c2ccc(F)cc2)o1	-5	3	0	-3.8	-6	-14	0.2	-4	-1
Cc1ccc(C(=O)/C=C/c2ccccc2)o1	-2	-1	0	0.5	7	9	-1.1	-4	0
Cc1ccc(Cl)cc1N=C(N)N=C(N)N	-4	-4	13	-3.9	13	5	-2.0	12	-3
O=C1C2CSCN2C(=O)CN1CCCN1CCN(C(c2ccccc2)c2ccccc2)CC1 (stereo unspecified)	1	-2	-2	-2.7	10	7	-3.7	-29	13
CCC(C)c1ccc(OCC(=O)Nc2cccc(C(=O)Nc3ccc(C(=O)O)cc3)c2)cc1 (stereo unspecified)	-24	-1	-2	-1.4	29	-9	-3.5	-12	-46
C=CCSc1nsc(N)n1	-120	1	1	1.5	13	-7	-0.5	-6	5
O=C(NCC1CCCO1)c1onc(CSc2ccc(Cl)cc2)c1C(=O)O (stereo unspecified)	-14	7	-1	-5.4	4	-3	-3.1	16	-34
c1ccc(COc2cccc(CNCc3cccnc3)c2)cc1	-9	-1	8	-1.6	16	-2	-1.3	8	11
CC(C(=O)N1CCOCC1)c1ccc([N+](=O)[O-])cc1 (stereo unspecified)	0	-4	2	-2.9	2	-2	-2.4	-1	-3
CC1(C)Cc2c(c(N3CCOCC3)nc3sc(C(=O)N4CCCCC4)c(N)c23)CO1	-4	3	-6	-0.4	15	33*	-2.9	2	-6
CNc1nc(-c2ccc(Cl)cc2)cs1	21	3	-2	-4.9	10	3	-2.8	0	-2
COCCn1c(C(F)(F)F)ccc(NC(=O)c2ccccc2)c1=O	-14	-4	5	-0.2	5	-7	-2.2	11	-23
CC1CC(Nc2ccccc2)=NC1(C)C (stereo unspecified)	0	3	4	-4.4	-9	-7	-1.2	3	0
C[C@@H]1C=C[C@](Cc2ccccc2)(C(=O)NCC2CC2)N1C(=O)c1ccccc1	-17	-2	-3	-0.3	7	1	-1.2	2	-24
COc1ccc(OC)c(NC(=O)CC2SC(=Nc3ccccc3)N(CCc3ccccn3)C2=O)c1 (stereo unspecified)	2	0	6	-3.1	-8	-1	-3.5	-11	-37
CCOC(=O)C1=C(C)Nc2ncnn2C1/C=C/c1ccccc1 (stereo unspecified)	-15	1	-4	-4.2	12	6	-5.9	-2	-8
CC(C)n1nnnc1-c1cccc(Cl)c1	-13	8	2	0.9	8	-8	-1.1	5	3
O=c1ccc2cc(S(=O)(=O)NCCCc3ccccc3)ccc2[nH]1	-6	6	4	-6.1	9	0	-4.6	0	-14
N#C/C(=C(/O)C(Cl)(Cl)Cl)c1nc2ccccc2[nH]1	-17	4	-2	-2.4	7	-1	-3.5	-14	1
Cc1cccc(C)c1N1CCN(C(=O)c2ccc3c(c2)OCO3)CC1	-5	1	3	0.8	-6	0	-1.3	-2	-41
C[C@@H](O)[C@@H]1NC(=O)c2cc([N+](=O)[O-])cc(I)c2NCC[C@@H](C(N)=O)NC(=O)CNC1=O	4	5	x	-0.9	8	-5	-1.5	3	-1
COc1ccc(NC(=S)N2CCC(c3ccc(C)cc3)C2)cc1 (stereo unspecified)	-9	-1	-3	-2.4	13	-9	-2.8	-7	-20
O=S(=O)(NCC(c1cccnc1)N1CCN(c2ccccc2)CC1)c1cc(F)ccc1F (stereo unspecified)	-7	-4	3	-1.0	-4	6	-0.9	-11	-19
CNC(=O)C1CCC(=O)N1Cc1ccccc1Cl (stereo unspecified)	-2	2	0	0.2	11	0	-3.0	3	3
O=C(NNc1ccc([N+](=O)[O-])cc1)c1ccccc1Cl	4	-3	2	-0.7	6	50*	-3.4	-2	0
C/C(=N\N=C(/N)SC1CC(=O)N(c2ccc(Br)cc2)C1=O)c1cccs1 (stereo unspecified)	4	-1	7	-2.1	-26	2	-2.4	-32	-7
Cc1cc(-c2cccs2)c2c(N)c(C(=O)c3ccc4c(c3)OCO4)sc2n1	-3	5	-1	-4.8	17	12	-0.6	1	-3
O=C(CSc1nnc(CCCN2C(=O)c3cccc4cccc(c34)C2=O)n1-c1ccccc1)N1CCN(CCO)CC1	-4	7	-4	3.4	18	-2	-1.5	-25	1
COC(=O)c1sc(NC(=S)NC(=O)c2ccc(C)cc2)nc1C	-2	6	4	-2.4	13	3	-1.8	19	-5
CCO[C@H]1OC(C(=O)O)=C[C@@H](C2CCCCC2)[C@@H]1CCCO	-1	4	0	-0.9	11	1	-2.5	5	-14
COc1ccc(F)cc1S(=O)(=O)NCc1ccccc1	-4	3	3	-1.4	1	7	-3.5	3	-1
CCOc1ccccc1C(=O)NC1CCN(CC(=O)Nc2cc(OC)ccc2OC)CC1	-6	-3	1	-2.4	3	-1	-2.5	-2	-30
S=C1NC2(CCCCC2)NN1c1ccccc1	4	3	5	-3.1	13	12	-3.1	-5	-4
O=C(CNC(=O)c1ccco1)NCC(=O)OCc1ccc(C(=O)Oc2ccc(Cl)cc2)cc1	-5	4	-7	-3.5	10	5	-2.7	-6	-18
COC(=O)c1cc(OC)c(OC)cc1NC(=O)Nc1ccc(OC)cc1	7	5	3	-0.3	0	4	-2.2	-1	-4

One compound at a time, as listed above. Order of values: p-CIP stab down, IDE cell inh, IDE cell activ, VIM-2 inh, UBC9 SUMO inh, M18AAP inhibitor, IMP-1 inhibitor, NS3 helicase inh, DNA FID counter
COc1ccc(F)cc1S(=O)(=O)NCc1ccccc1 across the screens: -4, 3, 3, -1.4, 1, 7, -3.5, 3, -1
COC(=O)c1cc(OC)c(OC)cc1NC(=O)Nc1ccc(OC)cc1 across the screens: 7, 5, 3, -0.3, 0, 4, -2.2, -1, -4

(next part)
SMILES	p-CIP stab down	IDE cell inh	IDE cell activ	VIM-2 inh	UBC9 SUMO inh	M18AAP inhibitor	IMP-1 inhibitor	NS3 helicase inh	DNA FID counter
Cc1ccnc(N2CCCC(C(=O)NC3CC3)C2)n1 (stereo unspecified)	-10	2	0	-1.6	18	1	-0.2	9	-6
CCN1CCN(c2nc(NCCO)c3ccccc3n2)CC1	10	2	3	-0.7	8	-3	-3.0	1	15
COc1ccc(-n2ccnc2SCC(=O)NC2CCCC2)c(OC)c1	-5	0	4	-1.6	1	-9	1.1	-5	-15
COc1ccc(NC(=O)Nc2cccnc2)c(OC)c1	-5	9	-3	2.1	16	-10	-0.2	7	-2
Cc1cc([N+](=O)[O-])nn1CC(=O)Nc1ccc(Cc2ccncc2)cc1	-8	1	3	-0.3	13	-17	-0.3	-7	2
C=CCc1cc(Cl)ccc1OCCNCCCOC	6	2	3	-1.4	-8	6	-1.0	-15	13
CCNC(=S)N1CCN(CCN2C(=O)c3cccc4cccc(c34)C2=O)CC1	4	3	7	-1.1	-1	3	-1.6	17	-3
CN(C)CCCNc1ncnc2c1c(-c1ccccc1)cn2-c1ccccc1	1	2	-2	3.2	13	-1	-0.2	-62	19
CCOc1ccccc1Nc1cc(C)c2cccc(C)c2n1	-2	-2	6	-1.9	6	-14	-2.8	2	-1
O=C(COC(=O)c1cccc(Cl)c1Cl)NC1CCCC1	0	-1	4	-0.3	1	-4	-0.8	-9	-14
COc1ccc(N(Cc2cc3ccccc3[nH]c2=O)S(=O)(=O)c2ccc(OC)cc2)cc1	-2	-1	6	-1.9	-10	1	-1.1	-23	-29
COc1ccccc1N1CCN(C(=O)C(=O)N/N=C/c2cccc(O)c2)CC1	-4	0	2	-1.2	13	7	-4.5	4	-23
CCC(=O)N1c2ccccc2NC2=C(C(=O)CC(c3ccco3)C2)C1c1ccco1 (stereo unspecified)	-10	5	2	-0.4	18	3	-2.5	2	-17
Cc1sc2nc(CSc3ccccc3)nc(NCCN(C)C)c2c1C	-4	0	2	-1.0	-1	-1	-3.9	-38	10
O=C(Cn1c(NCCO)nc2ccccc21)NCC1CCCO1 (stereo unspecified)	1	-4	1	-2.1	2	0	-1.9	-2	-2
CCn1ncc(CN2CCC(Oc3cc(C(=O)NC4CC4)ccc3OC)CC2)c1C	-12	x	5	0.3	15	-10	-0.3	11	2
NC(=S)Nn1c(-c2ccccc2)nc2ccccc2c1=O	3	-1	4	-1.7	5	8	-4.1	1	-2
O=C(CSc1nnc(-c2ccc(F)cc2)n1CC1CCCO1)NCc1ccco1 (stereo unspecified)	1	-1	-1	-1.9	-6	-3	-3.1	-1	-10
CC1CCCN(C(=O)CN2CCN(C(=O)c3ccco3)CC2)C1 (stereo unspecified)	-13	2	4	-3.3	16	6	-1.5	-4	-7
